TDP1 inh: blocks human tyrosyl-DNA phosphodiesterase 1; recombinant TDP1, AlphaScreen DNA substrate cleavage; AID 485290; Q9NUW8; Potency, µM (series often up to 130 µM), for the others: at the top dose activity change, negative = inhibition, hits mostly inhibitors; actives 0.28% (n = 350,000); further: nearly all actives have a fitted effect of over 40% in size
Target sequence (Q9NUW8 whole entry, looked up): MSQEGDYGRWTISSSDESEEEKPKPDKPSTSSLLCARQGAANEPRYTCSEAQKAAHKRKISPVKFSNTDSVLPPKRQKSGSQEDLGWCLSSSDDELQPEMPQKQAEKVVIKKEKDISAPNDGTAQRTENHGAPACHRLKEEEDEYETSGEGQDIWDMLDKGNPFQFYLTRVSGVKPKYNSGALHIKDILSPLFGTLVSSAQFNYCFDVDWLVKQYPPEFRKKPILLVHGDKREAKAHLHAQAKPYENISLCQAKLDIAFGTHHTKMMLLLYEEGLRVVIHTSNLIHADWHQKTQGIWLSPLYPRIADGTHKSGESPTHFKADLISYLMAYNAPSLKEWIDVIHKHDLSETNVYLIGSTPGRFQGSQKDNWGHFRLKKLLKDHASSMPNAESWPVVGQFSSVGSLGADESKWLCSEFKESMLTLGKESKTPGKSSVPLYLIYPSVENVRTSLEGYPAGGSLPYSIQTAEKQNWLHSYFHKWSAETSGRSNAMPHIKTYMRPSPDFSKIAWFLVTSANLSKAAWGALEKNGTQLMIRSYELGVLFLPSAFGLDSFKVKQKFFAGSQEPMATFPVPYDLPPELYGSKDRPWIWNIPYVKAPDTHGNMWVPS
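Signal: AlphaScreen proximity between streptavidin donor and anti-FITC acceptor beads on intact substrate. Reaction: Tdp1 1 nM, substrate 15 nM final, 5 min RT after 15 min compound preincubation.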
FEN1 inhibitor: human FEN1 inhibition | actives 0.35% (n = 390,000) | Recombinant FEN1 flap cleavage, fluorescence, 15 min | Potency, µM (doses to about 114 µM), without a hit: at the top dose activity change, negative = inhibition, usual class: inhibitors | P39748; further: nearly all actives have a fitted effect of over 65% in size
Target sequence (P39748 whole entry, looked up): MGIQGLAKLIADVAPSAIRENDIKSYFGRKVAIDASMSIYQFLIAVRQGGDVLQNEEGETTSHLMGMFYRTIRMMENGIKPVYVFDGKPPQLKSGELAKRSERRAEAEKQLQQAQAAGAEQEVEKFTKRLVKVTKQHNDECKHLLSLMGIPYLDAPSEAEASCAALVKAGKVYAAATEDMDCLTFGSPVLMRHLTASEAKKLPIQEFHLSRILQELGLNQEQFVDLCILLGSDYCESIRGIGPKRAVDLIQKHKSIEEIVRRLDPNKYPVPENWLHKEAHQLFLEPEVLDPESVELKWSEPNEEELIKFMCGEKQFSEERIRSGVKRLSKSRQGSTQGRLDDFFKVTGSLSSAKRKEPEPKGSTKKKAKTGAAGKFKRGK
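Reaction started by adding substrate (50 nM final) to 10 nM enzyme after 15 min room-temperature compound preincubation. Reads at 0 and 15 min, with data normalized and fitted to a four-parameter Hill equation.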
N370S GC mod: N370S glucocerebrosidase modulation, Gaucher chaperone candidate; P04062; N370S GC spleen homogenate, 4MU-glucoside fluorescence; Potency, µM (highest dose often 59.4 µM), for the others: at the top dose activity change, negative = inhibition, hits mostly inhibitors; actives 0.092% (n = 330,000); AID 2101;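 further: 0% = full enzyme activity and -100% = no enzyme basal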
Numbers without * were called inactive; . = not tested or not shown; [ ] = remark or other dose. The call rests on the fitted dose curve; in most records, active means well fitted curve in the direction sought with a large enough effect; inconclusive means small, poorly fitted or top-dose-only effect, or another doubt; inactive means no such curve, though single readings can be large; an effect the other way counts as inactive or inconclusive. Unless noted, on the % scale 0 is the no-effect control and ±100 the full control effect; potency means the concentration at half of the fitted maximal effect.

structure | TDP1 inh | FEN1 inhibitor | N370S GC mod
COc1nc2ccccc2nc1N1CCN(c2ccc(F)cc2)CC1 | . | 7% | -2%
NS(=O)(=O)c1ccc(NC(=O)COC(=O)COc2ccc(Cl)cc2)cc1 | -5% | -2% | -8%
CCOCCCNC(=O)C(NC(=O)Cc1cccs1)c1ccc(C)cc1 (configuration not stated) | -3% | 6% | -3%
COc1ccc(NC(=O)c2ccc(NC(=O)CSc3nc(N)cc(=O)[nH]3)cc2)cc1 | 0% | -3% | .
CC(CNC(=O)CCn1ccc2cc(S(=O)(=O)N3CCCC3)ccc21)c1ccccc1 (configuration not stated) | 1% | -3% | -9%
CC(C)COC(=O)n1c(=O)oc2ccc(S(=O)(=O)N3CCCCC3)cc21 | . | -10% | 9%
CCOC(=O)c1ccc(S(=O)(=O)NNS(=O)(=O)c2ccc(C)cc2)cc1 | . | 4% | -6%
CCN(CC)CCNCC(=O)Nc1ccc(Oc2ccccc2)cc1 | 0% | 14% | -6%
CC(CNC(=O)c1cc2cc(S(=O)(=O)N3CCCCC3)ccc2n1C)c1ccccc1 (configuration not stated) | 3% | 0% | .
O=C(NCc1ccccn1)c1cccc(NS(=O)(=O)c2ccc(Br)cc2)c1 | 0% | -5% | .
Cc1cccc(CC(=O)NC2CCN(C)CC2)c1 | . | 26% | -13%
COC(=O)c1cn(CC(=O)Nc2ccc(OC)cc2)c2ccccc12 | . | 5% | -3%
Cc1cccc(-n2c(O)c(C=Nc3ccc4c(c3)OCO4)c3ccccc3c2=O)n1 | -2% | -5% | 1%
CCOC(=O)c1cc(-c2ccccc2)n(Cc2cc(CC)no2)n1 | -2% | 6% | -18%
CC(C)[C@H](NC(=O)c1cccc(S(=O)(=O)N2CCOCC2)c1)C(=O)Nc1nccs1 | -9% | -4% | 5%
CCCCNC(=O)CCCCCn1c(=O)[nH]c2cc(OC)c(OC)cc2c1=O | 1% | -4% | 6%
COc1ccc(COC(=O)c2n[nH]c3ccccc23)cc1F | -3% | -6% | 3%
C/C(=N\NS(=O)(=O)c1c(C)cc(C)cc1C)c1ccncc1 | 4% | -2% | 1%
CCCn1c(N)c(C(=O)NS(=O)(=O)c2ccc(C)cc2)c(=O)n(C)c1=O | -2% | 3% | 24%
COC(=O)C1=C(C)NC(=O)CC1c1ccccc1OC (configuration not stated) | -2% | -17% | 4%
CCC(C)Sc1nc2c(c(=O)[nH]c(=O)n2C)n1Cc1ccc(Cl)cc1 (configuration not stated) | 5% | -2% | 0%
CCC(=O)Oc1ccc2c(=O)c(-c3ccc4ccccc4n3)c(CC)oc2c1C | 3% | -9% | 7%
Cc1cc(C)n(C(C)CC(=O)NCc2ccc(N(C)C)cc2)n1 (configuration not stated) | 3% | 2% | .
Cc1coc2cc3oc(=O)c(CC(=O)N[C@@H](CC(C)C)C(=O)O)c(C)c3cc12 | . | 0% | -5%
O=C(CCSc1ccccc1)Nc1ccc(S(=O)(=O)Nc2ncccn2)cc1 | -3% | -1% | -4%
COc1ccc(NC(=O)C2CCCCN2N)cc1OC (configuration not stated) | 7% | -4% | -2%
COc1ccccc1C(=O)Nc1nnc(-c2ccc(Cl)cc2)o1 | . | 21% | -3%
Nc1nc(N)nc(-c2ccc(Cl)c(Cl)c2)n1 | 0% | -3% | .
COc1cc(/C=N/NC(=O)COc2ccc([N+](=O)[O-])cc2)ccc1OCC(=O)N1CCOCC1 | . | 5% | -3%
O=C(N/N=C/c1c(F)cccc1Cl)c1cc(C2CC2)[nH]n1 | 0% | -10% | 7%
Cc1ccccc1C(=O)NCC(c1cccnc1)N1CCc2ccccc21 (configuration not stated) | 3% | 16% | .
NS(=O)(=O)c1ccc(N2N=C(c3ccccc3)CC2c2ccccc2Br)cc1 (configuration not stated) | -5%[56.1 µM] | -20% | .
Cc1ccc2c(ccc[n+]2CC(=O)c2ccccc2)c1 | 2% | -2% | -6%
Cc1cc(OC(=O)c2cc(C(F)(F)F)cc(C(F)(F)F)c2)c([N+](=O)[O-])c(=O)[nH]1 | . | -1% | -24%
Cc1ccc(C)c(OCC(=O)Nn2c(C)nc3ccccc3c2=O)c1 | 2% | 4% | -15%
CCCOc1ccc(CSCCNC(=S)Nc2ccccc2)cc1 | 3% | -13% | -6%
CCCCCSc1nnc(-c2ccccc2NC(C)=O)c(=O)[nH]1 | 0% | 3% | 2%
CCOC(=O)CCC(=O)Nc1ccc(S(=O)(=O)N2CCC(C)CC2)cc1 | 3% | -17% | -11%
Cc1cc(C(=O)CN2C(=O)NC3(CCCC3)C2=O)c(C)n1-c1ccc2c(c1)OCO2 | 3% | 0% | -4%
COc1ccc(NS(=O)(=O)c2ccc3oc(SCC(N)=O)nc3c2)cc1 | 7% | 3% | -19%
COc1ccc2nc(/N=C\N(C)C)sc2c1 | -3% | -8% | 2%
COC(=O)Nc1ccc(S(=O)(=O)N2CCCc3ccccc32)cc1 | 3% | -20% | -17%
C=CCN1CCN(C(=O)c2c(-c3ccccc3)noc2C)CC1 | 3% | -2% | -6%
CC(=O)n1nc2nc(C)cc(C)c2c1N | 3% | 4% | 8%
Brc1cc2[nH]cnc2c2ccccc12 | 8% | -1% | -4%
CCc1ccc(NC(=O)[C@H](Cc2c[nH]c3ccccc23)NC(=O)[C@@H]2Cc3ccccc3CN2)cc1 | . | 0% | -15%
Cc1c(C2(O)CCCCC2)[nH]c2cnccc12 | 2% | 3% | .
O=C(NCC1CCCC(CNC(=O)N2CCc3ccccc32)C1)N1CCc2ccccc21 (configuration not stated) | 5% | 11% | 29%[12.8 µM]

Profiles, looked up by structure. Screens in order: TDP1 inh, FEN1 inhibitor, N370S GC mod
COc1ccc2nc(/N=C\N(C)C)sc2c1 in the list: -3%, -8%, 2%
O=C(NCC1CCCC(CNC(=O)N2CCc3ccccc32)C1)N1CCc2ccccc21 (configuration not stated) in the list: 5%, 11%, 29%[12.8 µM]
CCCCCSc1nnc(-c2ccccc2NC(C)=O)c(=O)[nH]1 in the list: 0%, 3%, 2%
COC(=O)Nc1ccc(S(=O)(=O)N2CCCc3ccccc32)cc1 in the list: 3%, -20%, -17%

Following part.
structure | TDP1 inh | FEN1 inhibitor | N370S GC mod
CCCCCCc1cc2cc(S(=O)(=O)c3ccc(Cl)cc3)c(=O)oc2cc1O | -8% | -6% | 3%
COc1ccc(CCC(=O)NCc2cnn(C)c2)cc1 | 7% | -1% | 1%
COc1cccc(OC)c1NC(=O)C1CCCN1C(=O)Nc1ccccc1Cl (configuration not stated) | 1% | 2% | 1%
O=C(COC(=O)c1ccc(O)cc1)Nc1ccc2c(c1)OCCO2 | 0% | -2% | .
Cc1ccc(S(=O)(=O)NCC(=O)N(CC(=O)NCc2ccco2)Cc2cccs2)cc1 | 1% | -1% | 7%
Cc1ccc(S(=O)(=O)N2CCOCC2)cc1C(=O)NNC(=O)c1ccoc1C | 3% | 3% | 11%
CCn1c(SCC(=O)Nc2ccccc2C)nnc1-c1ccccc1O | 5% | 0% | 3%
Cc1ccc(S(=O)(=O)N(CC(=O)Nc2ccccc2C(=O)O)c2cccc(Cl)c2C)cc1 | -5% | 11% | 15%
O=c1c2ccccc2nnn1CSc1nc2sc3c(c2c(=O)n1CC1CCCO1)CCC3 (configuration not stated) | 6% | 4% | -4%[2.35 µM]
C/C(=N\NC(=O)Cn1ccc(C(F)(F)F)n1)c1ccc2c(c1)OCO2 | 2% | 2% | -4%
CCCOc1ccc(-c2c(C(=O)N/N=C/C3CCCCC3)nnn2-c2nonc2N)cc1 | 0% | 4% | -17%
Cc1cc([N+](=O)[O-])nn1Cc1noc(C(=O)NCc2ccc3c(c2)OCO3)n1 | 6% | 0% | 1%
CC(=O)Nc1ccc(S(=O)(=O)N2CCC(NC(=O)C(Cc3ccccc3F)NC(C)=O)CC2)cc1 (configuration not stated) | -1% | 16% | -7%
O=C(NCCc1ccccc1)C1CCN(C(=O)NCc2ccccc2)CC1 | 7%[56.1 µM] | 3% | 1%
CCOC(=O)c1c(NC(=O)CN2C(=O)NC3(CCCCCC3)C2=O)sc(C)c1-c1ccc(C)cc1 | 8% | 9% | 8%
Cc1ccc(CNC(=O)C2COc3ccccc3C2)cc1 (configuration not stated) | 3% | 10% | .
Nc1c(S(=O)(=O)O)cc(Nc2ccc(Cl)cc2)c2c1C(=O)c1ccccc1C2=O | 29% | . | -7%
Cc1nc2sc3c(c2c(=O)o1)CCCC3 | 2% | 0% | -26%
O=S1(=O)C[C@@H](N2CCOCC2)[C@H](N2CCOCC2)C1 | 3% | -3% | 3%
O=C(NCc1ccc(Cl)cc1)c1ccc(CNc2c(N3CCOCC3)c(=O)c2=O)cc1 | 1% | -7% | -4%
Cc1ccc(NC(=O)CCn2nc(C)c3c(C)n(-c4ccccc4)nc3c2=O)cc1Cl | 3% | 8% | .
C=C1c2cccc(C(F)(F)F)c2O[C@H](C(=O)OCC)[C@H]1OC | 0%[56.1 µM] | 6% | .
O=c1oc(Nc2ccc(F)cc2)nc2ccccc12 | -3% | -11% | 5%
CCOc1ccc(NC(=O)CN2CCN(CC(=O)Nc3ccc(C(=O)OC)cc3)CC2)cc1 | 5% | -13% | -18%
O=C(Nc1ccccc1)C1CCN(S(=O)(=O)c2ccc3c(c2)OCCO3)CC1 | . | 10% | -5%
COc1ccccc1C(c1nnnn1Cc1ccco1)N1CCN(c2cccc(C)c2C)CC1 (configuration not stated) | 1% | -24% | 9%
CCCC(=O)c1ccc(N2CCN(C(=O)c3cccs3)CC2)c(F)c1 | . | -6% | -6%
CC1CN(C(=O)C2CCCN2S(=O)(=O)c2ccc(Cl)cc2)CC(C)O1 (configuration not stated) | 5% | -10% | 29%
CCOC(=O)C1CCN(S(=O)(=O)c2cc(Br)cc3c2N(C(=O)CC)CC3)CC1 | 3% | -2% | .
N[C@@H](CO)c1cn([C@@H](Cc2cc3ccccc3[nH]2)C(=O)N2CCNCC2)nn1 | 5% | 4% | 4%
O=C1CSC(=S)N1Cc1cccnc1 | 9% | -16% | -4%
COc1ccccc1C(=O)Nc1ccc(S(=O)(=O)N2CCCC2)cc1 | 5% | 4% | 5%
CC(C)c1ccc(Nc2nnc(SCC(=O)NCC3CCCO3)s2)cc1 (configuration not stated) | 1% | -3% | .

Of the compounds above, 12 contain a Cl atom.
structure | TDP1 inh | FEN1 inhibitor | N370S GC mod
NS(=O)(=O)c1ccc(NC(=O)COC(=O)COc2ccc(Cl)cc2)cc1 | -5% | -2% | -8%
CCC(C)Sc1nc2c(c(=O)[nH]c(=O)n2C)n1Cc1ccc(Cl)cc1 (configuration not stated) | 5% | -2% | 0%
COc1ccccc1C(=O)Nc1nnc(-c2ccc(Cl)cc2)o1 | . | 21% | -3%
Nc1nc(N)nc(-c2ccc(Cl)c(Cl)c2)n1 | 0% | -3% | .
O=C(N/N=C/c1c(F)cccc1Cl)c1cc(C2CC2)[nH]n1 | 0% | -10% | 7%
CCCCCCc1cc2cc(S(=O)(=O)c3ccc(Cl)cc3)c(=O)oc2cc1O | -8% | -6% | 3%
COc1cccc(OC)c1NC(=O)C1CCCN1C(=O)Nc1ccccc1Cl (configuration not stated) | 1% | 2% | 1%
Cc1ccc(S(=O)(=O)N(CC(=O)Nc2ccccc2C(=O)O)c2cccc(Cl)c2C)cc1 | -5% | 11% | 15%
Nc1c(S(=O)(=O)O)cc(Nc2ccc(Cl)cc2)c2c1C(=O)c1ccccc1C2=O | 29% | . | -7%
O=C(NCc1ccc(Cl)cc1)c1ccc(CNc2c(N3CCOCC3)c(=O)c2=O)cc1 | 1% | -7% | -4%
Cc1ccc(NC(=O)CCn2nc(C)c3c(C)n(-c4ccccc4)nc3c2=O)cc1Cl | 3% | 8% | .
CC1CN(C(=O)C2CCCN2S(=O)(=O)c2ccc(Cl)cc2)CC(C)O1 (configuration not stated) | 5% | -10% | 29%

Source: PubChem (National Center for Advancing Translational Sciences (NCATS))
